Screening data deposited in PubChem by several laboratories.
HEK293 NFkB inh: inhibitors of PMA/ionomycin-induced NF-kB reporter, primary screen, antigen receptor NF-kB inhibitor project, cell-based, HEK-293 luciferase reporter, luminescence | 62,000 compounds, 0.21% hits | inhibition, % at 3 µM | HEK-293 NF-kB luciferase reporter;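 active = inhibition above the mean of all tested compounds plus 3 SD, cut at about 40% in these data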;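 note: 0% = stimulated DMSO wells and 100% = 10 µM reference inhibitor 5653914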
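Reagent: PMA plus ionomycin mix as NF-kB-activating stimulus. Assay system: NF-kB luciferase reporter HEK-293 cells. Technique: luminescence from luciferase substrate reagent. Incubation: 1 h compound pre-incubation, 16 h PMA/ionomycin at 37 °C. Benchmarks: DMSO only as uninhibited control, 10 µM reference inhibitor as full inhibition. Repeats: tested once.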
M1 antagonist: antagonists of rat M1 muscarinic receptor; CHO-M1 cells, Fluo-4 calcium, ACh EC80 antagonist mode; active compounds read low; B-score at 10 µM; 64,000 compounds, 3.4% hits;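 active = calcium fluorescence response, raw or row-and-column corrected B-score, differing from the plate sample mean either way at a set confidence level, mostly lower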
S1P3 ag: human S1P3 receptor agonists, primary screen, cell-based, primary and confirmation, NFAT-BLA reporter | Sphingosine 1-phosphate receptor 3 (Homo sapiens), Q99500 | S1P3 NFAT-BLA reporter cells, agonism, FRET ratio; relative to 1 µM S1P, basal subtracted | activation, % at 4.5 µM | 60,000 compounds, 0.1% hits | AID 373, 2006;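 active = activation above the screen-wide mean plus 3 SD, cut at about 4.5% in these data, passing the limit was not always enough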; note: some compounds called inactive have numbers as strong as hits
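Measure – % activation relative to 1 µM S1P (100%), per plate · System – stable CHO line with human S1P3, Gα16, NFAT-BLA reporter · Timing – cells plated overnight, compound 4 h 37 °C, substrate 2 h RT · Technique – fluorescent BLA substrate, ex 405 nm, em 460/535 nm ratio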
S1P1 ag-PAM: S1P1 agonists and agonism potentiators, primary screen, cell-based, primary and confirmation screens, CRE-bla reporter; Sphingosine 1-phosphate receptor 1 (Homo sapiens), P21453; activation, % at 9.5 µM; 56,000 compounds, 0.57% hits; S1P1 CRE-bla cells, forskolin, beta-lactamase FRET, potentiator mode; S1P1 agonist co-added at EC20, 2 nM; 100% = saturating reference agonist, 0% = basal;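 active = activation above a cutoff set at the mean activation of all tested compounds plus 3 SD, cut at about 54% in these data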;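 note: forskolin at 4 µM as EC80 and the EC20 agonist is SEW2871; 100% = SEW2871 at its EC100 plus forskolin at EC80; some compounds past the cut are filed as inactive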
D1 mod: D1 CRE-luciferase signal change, two-sided – cell-based, HEK293 D1, dopamine EC30, D1 allosteric modulator project, primary screen. 58,000 compounds, 5.9% hits. dopamine EC30 potentiation; actives deviate in either direction. B-score at 10 µM;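 active = luminescence count or its row- and column-corrected plate score outside the 99.7% band of the plate's sample wells, on either side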
Jurkat tox 60K: cytotoxicity toward Jurkat T cells, primary screen, cytotoxicity control, cell-based, Jurkat E6.1, 60K MLSMR library; Jurkat E6.1 viability, ATP luminescence, 48 h; inhibition, % at 4 µM; 56,000 compounds, 1.2% hits; AID 463, 2006;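 active = inhibition above the mean inhibition of all tested compounds plus 3 SD, cut at about 28% in these data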
TNAP act mid DEA: human TNAP enzyme activators, primary screen, biochemical, luminescent, intermediate phosphate acceptor level. purified TNAP, CDP-star luminescence, 100 mM DEA, 30 min; active compounds read high; scale: 0 levamisole-inhibited, 1 vehicle-only enzyme. 64,000 tested, under 10 active. activation factor at 20 µM. Alkaline phosphatase, tissue-nonspecific isozyme (Homo sapiens), P05186;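 active = activation factor of at least 2 at 20 µM, relative to controls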
M1 agonist: M1 muscarinic receptor agonists, primary screen, CHO-M1 cells, Fluo-4 calcium, agonist mode; 64,000 compounds, 3% hits; Muscarinic acetylcholine receptor M1; Fluo-4 calcium fluorescence; active compounds read high; B-score at 10 µM;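 active = fluorescence rise, raw or as B-score row- and column-corrected plate score, outside the 99.7% band of its plate's samples, either direction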
E coli RNAP: E. coli RNAP inhibitors, biochemical; AID 559, 2006; E. coli RNA polymerase, fluorescence transcription assay; 62,000 compounds, 0.2% hits; DNA-directed RNA polymerase subunit beta (Escherichia coli (strain K12)), P0A8V2; inhibition, %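 (tested at 10 µM)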; in the data active = inhibition above about 20%;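 note: 0% = enzyme without compound and 100% = no enzyme blank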
Target sequence (P0A8V2 whole entry, looked up): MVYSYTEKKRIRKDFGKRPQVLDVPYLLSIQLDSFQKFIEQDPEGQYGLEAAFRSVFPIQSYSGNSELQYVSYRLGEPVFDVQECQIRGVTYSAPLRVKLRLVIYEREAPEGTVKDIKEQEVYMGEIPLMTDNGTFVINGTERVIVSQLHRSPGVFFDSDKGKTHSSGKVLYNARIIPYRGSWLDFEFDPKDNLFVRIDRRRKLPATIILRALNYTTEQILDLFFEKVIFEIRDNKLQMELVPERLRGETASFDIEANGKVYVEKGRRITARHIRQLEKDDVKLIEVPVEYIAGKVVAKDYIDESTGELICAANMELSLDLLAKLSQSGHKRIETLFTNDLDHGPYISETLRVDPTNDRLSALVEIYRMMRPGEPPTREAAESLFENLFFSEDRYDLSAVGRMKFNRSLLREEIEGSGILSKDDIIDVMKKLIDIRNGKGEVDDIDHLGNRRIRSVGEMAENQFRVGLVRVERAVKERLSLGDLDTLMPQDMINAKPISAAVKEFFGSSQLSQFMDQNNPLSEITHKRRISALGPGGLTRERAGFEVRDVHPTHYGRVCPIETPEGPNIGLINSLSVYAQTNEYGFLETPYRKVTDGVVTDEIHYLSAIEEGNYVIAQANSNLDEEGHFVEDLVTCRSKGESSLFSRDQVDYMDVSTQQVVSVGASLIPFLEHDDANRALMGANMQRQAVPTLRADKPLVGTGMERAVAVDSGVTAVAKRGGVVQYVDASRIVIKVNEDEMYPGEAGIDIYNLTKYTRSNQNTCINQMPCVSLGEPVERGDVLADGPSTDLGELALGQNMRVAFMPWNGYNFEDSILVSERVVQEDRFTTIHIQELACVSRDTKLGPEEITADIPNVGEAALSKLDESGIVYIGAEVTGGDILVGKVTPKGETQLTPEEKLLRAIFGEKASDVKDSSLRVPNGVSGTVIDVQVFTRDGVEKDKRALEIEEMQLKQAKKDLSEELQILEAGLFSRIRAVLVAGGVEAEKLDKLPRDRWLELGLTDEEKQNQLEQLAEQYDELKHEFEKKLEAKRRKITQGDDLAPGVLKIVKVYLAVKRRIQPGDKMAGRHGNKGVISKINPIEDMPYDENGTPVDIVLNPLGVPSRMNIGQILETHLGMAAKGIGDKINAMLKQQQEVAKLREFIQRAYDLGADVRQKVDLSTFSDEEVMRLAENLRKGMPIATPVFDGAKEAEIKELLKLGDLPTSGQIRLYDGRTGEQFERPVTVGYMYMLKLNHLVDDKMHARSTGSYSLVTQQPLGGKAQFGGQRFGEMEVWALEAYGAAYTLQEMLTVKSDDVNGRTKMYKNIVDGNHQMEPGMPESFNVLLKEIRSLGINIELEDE
* marks the source's active call; other numbers are inactive results; / = no result given.

SMILES | HEK293 NFkB inh | M1 antagonist | S1P3 ag | S1P1 ag-PAM | D1 mod | Jurkat tox 60K | TNAP act mid DEA | M1 agonist | E coli RNAP
COc1ccc(C(c2nnnn2CCc2ccccc2)N2CCN(C3CCCC3)CC2)cc1OC (configuration not stated) | 9 | 0.091 | 0.2 | -12 | 0.36 | -6 | 0.9 | 0.0047 | 2
Cc1nc2n[nH]c(N)c2c2c1COC(C)(C)C2 | / | 1 | -3.4 | 1 | / | / | 1 | -0.023 | /
CC(=O)C(C(C)=O)C(NC(=O)c1cccnc1)(C(F)(F)F)C(F)(F)F | 18 | 0.36 | -0.3 | -2 | -0.57 | 7 | 0.9 | -0.13 | 1
CC1CCN(c2ccc(C(=O)O)cc2N)CC1 | 3 | -0.077 | -1.2 | -6 | -0.012 | 0 | 0.9 | 0.11 | 8
CCc1cccc(CC)c1N(COC)C(=O)Cn1nnc2ccccc21 | / | 0.55 | -0.9 | 10 | 2.4 | / | 1 | 0.22 | 9
CCOC(=O)c1c(CN2CCN(C)CC2)n(C)c2cc(Br)c(OC)cc12 | / | -0.64 | -1.4 | 3 | / | / | 0.9 | 0.63 | 8
CCN(CC(=O)NCc1ccccn1)S(=O)(=O)c1ccc(Cl)cc1 | 12 | 0.79 | -0.4 | / | -0.23 | -1 | 0.9 | 0.034 | 9
Cc1n[nH]c(C)c1S(=O)(=O)N(CC(=O)NC1CCCC1)c1ccc(C(C)C)cc1 | 5 | -0.22 | 0.1 | -15 | -0.024 | 4 | 1 | 3.9* | 5
Cc1ccnc(N2C(=O)c3ccccc3C2Nc2cccc(C)c2C)c1 (configuration not stated) | -1 | 0.53 | -1.1 | -10 | 0.025 | -9 | 0.9 | 0.1 | 8
CC(C)CNC(=O)c1cc(-c2ccc(Br)cc2)on1 | -33 | 0.017 | -1.0 | 5 | -0.6 | 2 | 0.9 | 0.28 | 5
O=C(O)c1n[nH]c2c1CCCC2 | 10 | 0.65 | -1.1 | 5 | -0.37 | -4 | 0.9 | 0.13 | 7
CCOC1(NC(=O)c2ccccc2)C(C)=CC(=O)C=C1C | 14 | -1.2 | -0.5 | -15 | -0.73 | 0 | 0.9 | -0.022 | 5
Cc1ccc(F)cc1NC(=O)C1CCCN(c2ncccn2)C1 (configuration not stated) | 22 | -0.36 | -1.1 | -12 | 0.019 | -3 | 0.9 | -0.0095 | 6
CCCCn1c(=S)[nH]c2ncccc2c1=O | 15 | 0.14 | 0.4 | -7 | / | -4 | 1 | -0.097 | 3
O=C(CSc1nnc(COc2ccccc2)o1)Nc1nccs1 | 20 | 1.1 | -1.3 | -2 | 0.86 | 6 | 0.9 | 0.78 | 4

Just E coli RNAP, for some of the entries so far:
SMILES | E coli RNAP
CC(C)CNC(=O)c1cc(-c2ccc(Br)cc2)on1 | 5
O=C(O)c1n[nH]c2c1CCCC2 | 7

(continued)
SMILES | HEK293 NFkB inh | M1 antagonist | S1P3 ag | S1P1 ag-PAM | D1 mod | Jurkat tox 60K | TNAP act mid DEA | M1 agonist | E coli RNAP
CCCOc1ccc(-c2cnc(SCC(N)=O)nc2N)cc1 | 0 | -0.77 | -0.1 | / | -0.19 | -6 | 0.8 | -0.81 | 6
O=C(COC(=O)C1=COCCO1)NCCCc1ccccc1 | 11 | -0.77 | 1.1 | 16 | -0.28 | -4 | 0.9 | -0.56 | 2
Cc1ccc(C)c2[nH]c(=O)c(CN(Cc3ccc4c(c3)OCO4)Cc3nnnn3Cc3ccco3)cc12 | 10 | / | -0.8 | 6 | 1.3 | -2 | 0.9 | / | 0
COC(=O)[C@H](CC(C)C)NC(=O)NC1CCCc2ccccc21 (some centres not stated) | 5 | 0.2 | 0.5 | 9 | -0.17 | -4 | 0.9 | 0.55 | 11
CCn1c(N2CCC(Cc3ccccc3)CC2)nc2c1c(=O)[nH]c(=O)n2C | 4 | -0.9 | -0.9 | -23 | 0.077 | 12 | 1 | 5.4* | /
O=C(CN1CCCc2ccccc21)NCc1ccc2c(c1)OCO2 | 15 | -0.95 | -1.2 | -32 | 0.59 | -5 | 1 | 0.018 | 4
COc1c(Br)cc(Br)cc1C(=O)O | -16 | 0.67 | -0.9 | -29 | -0.069 | -3 | 1 | -0.47 | 5
CCOc1ccc(N2CC(O)Cn3c2nc2c3c(=O)n(CCCc3ccccc3)c(=O)n2C)cc1 (configuration not stated) | 10 | -0.68 | -1.2 | 5 | -0.5 | 6 | 0.9 | -1 | 2
O=C(NCc1ccccc1)NC1CC2CCC(C1)N2Cc1ccco1 (configuration not stated) | 5 | -0.49 | -0.9 | 0 | -0.12 | -1 | 0.9 | -0.56 | 9
Oc1ccc(CNc2ccccc2F)c2cccnc12 | 6 | 0.64 | -3.0 | 0 | 2.1 | 3 | 1 | 0.0066 | 0
Cn1c(COc2ccccc2)nnc1SCC(=O)NCc1ccccc1 | 7 | 0.55 | -0.6 | 7 | / | 1 | 0.9 | -0.82 | 10
O=C(CSc1nc(-c2ccccc2)cc(=O)[nH]1)N1CCOCC1 | 13 | 0.6 | -1.0 | -10 | 1.4 | 1 | 1 | 0.034 | 9
O=C(Nc1ccc(N2CCN(Cc3ccccc3Cl)CC2)cc1)c1cccnc1 | 7 | -1.9 | -0.9 | 2 | 0.054 | 2 | 0.9 | -0.02 | 4
O=C(Cn1c(=O)oc2cc(S(=O)(=O)N3CCCCCC3)ccc21)NC1CCCCC1 | 8 | 0.079 | -1.1 | 3 | / | 0 | 1 | -0.0031 | -10
Cc1ccc(-c2nc3c(=O)n(C)c4ccccc4c3o2)cc1 | 13 | 0.066 | -1.6 | 0 | / | 9 | 0.9 | 1.8 | -2
CN(C)CCN1C(=O)c2oc3ccccc3c(=O)c2C1c1cccc(Br)c1 (configuration not stated) | 18 | -0.6 | -0.6 | -20 | -0.38 | -4 | 0.9 | -0.38 | 9
O=C(COc1ccc(Cl)cc1)Nc1ccccc1C(=O)NCc1ccco1 | 16 | -0.014 | -0.5 | 21 | 1.3 | -2 | 0.9 | -0.69 | 7
CCOc1cc(CN2CCCCC2)ccc1OC | 10 | 0.13 | -0.7 | / | -3.5 | 4 | 0.9 | 0.13 | 4
O=C(Cn1c(=O)sc2ccccc21)N1CCOCC1 | 6 | 0.32 | -0.5 | / | 0.072 | 9 | 1 | -0.17 | 1
CCOC(=O)c1cccc(NC(=O)CSc2nnc(CNc3ccc(C)cc3)n2CC)c1 | 20 | 0.87 | -0.6 | -24 | -1.1 | 1 | 0.9 | -0.0086 | -1
Cc1cc(=O)[nH]c(SCC(=O)NCc2ccco2)n1 | 7 | -0.26 | -0.3 | -5 | 0.016 | -1 | 0.9 | -0.038 | -5
Fc1ccc(CSc2ncnc3c2oc2ccccc23)cc1 | 7 | 0.44 | -0.1 | -38 | 1.1 | -2 | 0.9 | 0.16 | 11
CC1CN(C2CCCCC2)c2nc3c(c(=O)[nH]c(=O)n3C)n2C1 (configuration not stated) | 18 | -0.49 | -1.0 | -33 | 0.15 | 4 | 0.9 | 0.35 | -13
Cc1cc(C(=O)NC(C)C2CCCO2)cs1 (configuration not stated) | 14 | 0.1 | -0.4 | 10 | -0.81 | -5 | 0.9 | 0.41 | 10
CC1(C)C/C(=N\O)c2cc3c(nc2C1)CCCC3 | 25 | -0.24 | -1.8 | 7 | 0.0053 | -5 | 0.9 | 0.19 | 4
O=C1NC(=O)C(CC(=O)N(Cc2ccco2)C2(C(=O)NC3CCCCC3)CCCCC2)N1 (configuration not stated) | 11 | 0.59 | / | / | / | / | 1 | 1.2 | 7
Cc1nn2c(c1-c1ccccc1)N=C(c1ccco1)CC2c1ccccc1 (configuration not stated) | 14 | -0.092 | -0.8 | 9 | 1.5 | 2 | 0.9 | 5.9* | 8
Cc1[nH]c2ccccc2c1C(=O)COC(=O)C1CCC(=O)N1 (configuration not stated) | 14 | 0.095 | -0.1 | 0 | -0.089 | 4 | 1 | 0.082 | 7
N#Cc1ccc(CSc2nnc(-c3cnccn3)o2)cc1 | 12 | 0.71 | -0.5 | -5 | -1.4 | 8 | 0.9 | 0.045 | 8
CCN(CC)CC(C)(C)NS(=O)(=O)c1ccc(Cl)cc1 | 7 | -0.58 | -0.3 | -8 | -0.86 | -6 | 0.9 | -0.36 | 0
O=C(NCC1COc2ccccc2O1)c1ccco1 (configuration not stated) | 6 | -0.46 | -0.7 | 8 | 0.86 | 2 | 0.9 | -0.54 | 5
CCOc1cc(C2NC(=O)N(C)C(C)=C2C(=O)OC)cc(Br)c1O (configuration not stated) | 7 | 0.078 | 0.0 | 8 | 0.48 | -2 | 0.9 | -0.71 | 8
O=C(C1CC(c2ccc(F)cc2)=NO1)N1CCCCC1 (configuration not stated) | -18 | 0.77 | 0.5 | 12 | -0.78 | -4 | 0.9 | 0.23 | 7
COc1ccc(NCc2n[nH]nc2-c2ccccc2)cc1Cl | -2 | 0 | -0.5 | / | 0.31 | 1 | 0.9 | -0.05 | 3
Clc1ccc(-n2ncc3c(N4CCCCCC4)ncnc32)cc1 | 48* | 0.36 | -1.1 | -6 | -8.6* | 4 | 0.9 | -0.025 | 6
Cc1cccc(-c2nc(CN3CCCC(C(=O)NC4CCCCC4)C3)c(C)o2)c1 (configuration not stated) | -5 | -0.0077 | -0.1 | -11 | -0.16 | -2 | 0.9 | 3.2 | 6
O=C(NC1CCCCCCC1)c1ccco1 | -6 | / | 0.7 | / | -0.05 | 1 | 1 | / | 14
Cn1c(SCc2nc3ccccc3[nH]2)nnc1-c1cnccn1 | 6 | 0.61 | -0.4 | -5 | 0.14 | -7 | 0.8 | -0.42 | 8
O=C(Oc1cccc2cccnc12)c1cccc(-n2cnnn2)c1 | 10 | 0.88 | -1.4 | -12 | 0.46 | 1 | 1 | -0.21 | 8
CC1(C)CC(CCC(=O)Nc2ccc(S(N)(=O)=O)cc2)C(=O)O1 (configuration not stated) | 0 | -1.2 | -0.9 | -19 | -1.7 | -2 | 0.9 | -1.3 | 9
COc1cccc(-c2cc(C(=O)NCCc3ccccc3)no2)c1 | 19 | 1.2 | / | / | / | / | 0.9 | -0.79 | 9
COc1ccc(CNC(=O)c2ccc(=O)oc2)cc1OC | 8 | -0.12 | 0.2 | -6 | 0.0028 | -7 | 0.9 | -0.079 | 6
CCOC(=O)N1CCC(n2c(SCC(=O)NCc3ccco3)nc3ccsc3c2=O)CC1 | 1 | -0.019 | / | / | -0.43 | / | 0.9 | -0.23 | 17
O=C(NCCN1CCOCC1)c1cc2ccccc2[nH]1 | 20 | / | -1.2 | -13 | 0.008 | 6 | 1 | / | -15
